# Screening results as filed in PubChem BioAssay.
# EPAC2 antag = qHTS for Antagonist of cAMP-regulated guanine nucleotide exchange factor 2 (EPAC2): primary screen; AID 720708, 2013; EPAC2 GEF exchange of Rap1B-BODIPY-GDP, fluorescence; Rap guanine nucleotide exchange factor 4 (Homo sapiens), Q8WZA2; hit rate 0.18% among 360,000; Potency, µM (titrated, usually from 114 µM), inactives show top-dose activity, negative = inhibition, actives largely listed as inhibitors; note: potency is the fitted concentration of half-maximal effect; % is set by controls: 0 for no effect and ±100 for the full control effect; nearly all actives have a fitted effect of over 45% in size; many of its hits are not listed in these tables
# Target sequence (Q8WZA2 whole entry, looked up): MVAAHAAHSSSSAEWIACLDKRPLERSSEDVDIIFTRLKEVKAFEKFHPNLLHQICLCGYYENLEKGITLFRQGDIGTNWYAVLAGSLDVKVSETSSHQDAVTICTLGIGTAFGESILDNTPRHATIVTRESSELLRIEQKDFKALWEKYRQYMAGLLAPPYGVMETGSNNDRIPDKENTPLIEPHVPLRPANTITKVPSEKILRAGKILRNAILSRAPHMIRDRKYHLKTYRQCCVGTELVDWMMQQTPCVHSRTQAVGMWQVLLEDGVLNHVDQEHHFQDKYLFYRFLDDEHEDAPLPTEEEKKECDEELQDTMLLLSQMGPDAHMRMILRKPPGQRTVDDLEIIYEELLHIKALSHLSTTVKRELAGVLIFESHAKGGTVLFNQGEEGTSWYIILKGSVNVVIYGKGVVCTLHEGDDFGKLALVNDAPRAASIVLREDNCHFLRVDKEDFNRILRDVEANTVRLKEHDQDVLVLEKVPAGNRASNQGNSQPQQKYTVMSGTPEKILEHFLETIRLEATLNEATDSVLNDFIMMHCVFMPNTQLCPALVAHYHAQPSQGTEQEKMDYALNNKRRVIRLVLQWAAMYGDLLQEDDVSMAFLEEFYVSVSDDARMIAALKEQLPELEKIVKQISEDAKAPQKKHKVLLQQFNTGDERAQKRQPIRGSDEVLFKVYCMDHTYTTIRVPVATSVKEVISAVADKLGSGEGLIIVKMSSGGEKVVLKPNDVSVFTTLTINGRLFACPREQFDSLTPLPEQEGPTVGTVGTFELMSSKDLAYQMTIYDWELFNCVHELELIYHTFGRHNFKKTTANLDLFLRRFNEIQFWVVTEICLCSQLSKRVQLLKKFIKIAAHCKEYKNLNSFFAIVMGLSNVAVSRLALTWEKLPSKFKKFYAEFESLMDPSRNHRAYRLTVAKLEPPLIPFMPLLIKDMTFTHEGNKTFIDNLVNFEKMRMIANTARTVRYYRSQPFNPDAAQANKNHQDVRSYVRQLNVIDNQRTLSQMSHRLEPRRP
# Abeta yeast res = qHTS for compounds that reverse cellular toxicity of Amyloid beta (A-beta) peptide in yeast: Primary Screen; Potency, µM (titrated, usually from 46.1 µM), without a hit: at the top dose growth rescue, actives largely listed as activators; hit rate 0.063% among 410,000; AID 1347071, 2019; yeast expressing A-beta42, growth rescue, OD600, 48 h; response scale: 0% DMSO, 100% iron-clioquinol control; note: potency is the fitted concentration of half-maximal effect; nearly all actives have a fitted effect of over 55% in size
#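 Growth rescue measured by 600 nm absorbance after 48 h yeast culture at 30 C with compound. Values normalized between DMSO and an equimolar ferric chloride plus clioquinol control.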
# D3 ag = qHTS of D3 Dopamine Receptor Agonist: qHTS; D3R DiscoveRx beta-arrestin cells, luminescence, 90 min; max activation, %; hit rate 0.58% among 410,000; AID 652048, 2013; in the data active = max activation above about 30%; note: 0% is about no effect; mostly tested at two doses, the higher about 12 µM
#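 Agonist mode: compounds and dopamine controls were applied to plated cells for 90 min at 37 degrees C after an overnight attachment at 1500 cells/well. Luminescent read-out followed 30 - 60 minutes at room temperature with DiscoveRx detection reagent.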
# FUS suppressor = qHTS for Suppressors of FUS Proteinopathy: Primary screen using FUS-linked yeast assay; S. cerevisiae FUS-expressing, growth rescue, OD600, 24 h; Potency, µM (doses to about 76.6 µM), without a hit: at the highest dose growth rescue (activation), hits mostly activators; hit rate 0.24% among 390,000; AID 1347120, 2019;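 note: potency is the fitted concentration of half-maximal effect; plate controls were DMSO vehicle for no effect and reference control for full effect; nearly all actives have a fitted effect of over 55% in size; some results filed as inactive show a strong effect at the top dose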
#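 Toxicity suppression screen in FUS-yeast. Cells induced with 2% galactose, starting OD 0.005, treated 24hr at 30C with compounds at multiple final concentrations; growth by OD600.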
# EPAC2 ag = qHTS for Agonist of cAMP-regulated guanine nucleotide exchange factor 4 (EPAC2): primary screen | EPAC2 activation, biochemical qHTS; response scale: 100% = 6.5 mM cAMP response | Potency, µM (titrated, usually from 154 µM), for inactives: at the highest dose activation, hits mostly activators | hit rate 0.079% among 360,000 | AID 720711, 2013; note: potency is the fitted concentration of half-maximal effect; nearly all actives have a fitted effect of over 50% in size
#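 Readout is BODIPY fluorescence (480 nm excitation, 540 nm emission), which falls as labeled GDP is exchanged off Rap1B. EPAC2 at 100 nM acted on 250 nM RAP1B-BODIPY-GDP with 50 uM GDP present.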
# TDP43 rescue = qHTS of TDP-43 Inhibitors; hit rate 1.8% among 410,000; TDP-43 expressing yeast growth rescue, BacTiter-Glo, 24 h; Potency, µM (top dose mostly 46.1 µM), without a hit: top-dose growth rescue (activation), hits mostly activators; note: potency is the fitted concentration of half-maximal effect; % of control where 0% means no effect; nearly all actives have a fitted effect of over 50% in size
#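 Cell-based yeast growth screen: TDP-43 expression induced in galactose, inoculum OD600=0.02 after raffinose pregrowth to mid-log. Read-out BacTiter-Glo luminescence at 24 hr, 30 deg C; inhibition of toxicity seen as signal increase.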
# aSyn yeast inh = qHTS of alpha-syn Inhibitors. Yeast expressing alpha-synuclein, growth rescue, BacTiter-Glo, 24 h. Potency, µM (titrated, usually from 46.1 µM), for the others: top-dose growth rescue (activation), hits mostly activators. AID 652106, 2013. hit rate 0.14% among 370,000; note: potency is the fitted concentration of half-maximal effect; % of control where 0% means no effect; nearly all actives have a fitted effect of over 65% in size
#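 Rescue of yeast growth: cells expressing toxic alpha-synuclein, induced in galactose at OD600 0.02, incubated with compound 24 h at 30 C. ATP luminescence quantified growth; inhibitors of toxicity appear as activators.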
# DRD3 antagonist = qHTS of D3 Dopamine Receptor Antagonist: qHTS; D3R cells, DiscoveRx beta-arrestin luminescence, antagonist mode; stronger effect = lower value; max response, negative = inhibition, %; hit rate 2.5% among 360,000; in the data active = max response below about -50%; inconclusive = no clear call, values can overlap the other calls; note: % is set by controls: 0 for no effect and ±100 for the full control effect; mostly tested at two doses, the higher about 12 µM
#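 Cells plated overnight at 1500 cells/well, then exposed to library compounds with dopamine controls for 90 minutes at 37 degrees C. DiscoveRx reagent added for 30–60 minutes at room temperature; luminescence read, quantitative HTS format.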
# An asterisk follows results filed as active; ? = inconclusive; . = not tested or not shown; [ ] = another dose, or the depositor's remark. Unless noted, calls come from the whole dose curve; as a rule, active = well fitted curve in the direction sought with a large enough effect; inconclusive = small, poorly fitted or top-dose-only effect, or another doubt; inactive = no such curve, though single readings can be large; an effect the other way counts as inactive or inconclusive. The list is partial; the hit share may differ from the screen's.
compound,TDP43 rescue,Abeta yeast res,DRD3 antagonist,EPAC2 ag,D3 ag,EPAC2 antag,FUS suppressor,aSyn yeast inh
COc1ccc(Br)cc1S(=O)(=O)NCCN1CCOCC1,1%[9.22 µM],0%,13,-1%,0,11%,5%,6%
Cc1nonc1C(=O)N/N=C/c1ccc(O)c(O)c1,15%,-12%,-2,-3%,-4,9%,-8%,-8%
COC(=O)CC1c2ccccc2S(=O)(=O)N1Cc1ccccc1 (stereo not given),15%,-11%,2,6%,3,-2%,-12%,-2%
O=C(O)C1CCCCC1C(=O)NCCC(c1ccccc1)c1ccccc1 (stereo not given),-2%,8%,2,6%,1,1%,24%,.
CC1(c2nc3ccccc3[nH]2)CCC(=O)N1Cc1cccs1 (stereo not given),22%,0%,19,8%,9,23%,-7%,-4%
Cc1cc(Cl)c2oc(C(=O)N3CCN(C(=O)c4ccco4)CC3)c(C)c2c1,22µM*,-24%,2,6%,-3,-25%,?,7%
Cc1cc(N2C(=O)CC(C(C)c3ccccc3)C2=O)no1 (stereo not given),18%,15%,17,5%,0,10%,-18%,6%
CN(CC(=O)Nc1cccc(F)c1)C(=O)c1cn(-c2ccccc2)nc1-c1ccc(F)cc1,?,1%,-3,11%,0,-7%,-24%,6%
CC(=O)N1CCC(N(CCN2CCOCC2)C(=S)Nc2cccc(C)c2C)CC1,6%,11%,-15,7%,1,-1%,.,-10%
CCOc1ccccc1C(=O)N1CCN(C(c2ccccc2)c2ccccc2)CC1,-9%,12%,6,14%,14,-14%,-9%,-2%
CN=C(Nc1ccc2c(c1)OCO2)SC1CC(=O)N(c2ccccc2)C1=O (stereo not given),-2%,-9%,-21,8%,4,-2%,48%,6%
CCc1ccc([C@H]2[C@@H]3C(=O)C[C@@H]4C(=O)N(Cc5ccccc5)C(=O)[C@@H]4[C@@H]3CN2S(=O)(=O)c2ccc(C)cc2)cc1,10%,-11%,-2,7%,-3,1%,?,-4%
Cc1ccc(S(=O)(=O)N2CCCC(C)C2)cc1 (stereo not given),?,-1%,-4,0%,8,-7%,-21%,6%
CCN(C(=O)COc1ccccc1C(=O)NCc1ccccc1)C1CCS(=O)(=O)C1 (stereo not given),15%,-14%,-16,10%,-2,4%,.,1%
CCC(Cc1ccccc1)NS(=O)(=O)c1ccc2c(c1)NC(=O)C(C)S2 (stereo not given),2%,19%,-1,7%,3,-9%,4%,4%

# By substructure, the compounds so far with nitrogen in an aromatic ring
compound,TDP43 rescue,Abeta yeast res,DRD3 antagonist,EPAC2 ag,D3 ag,EPAC2 antag,FUS suppressor,aSyn yeast inh
Cc1nonc1C(=O)N/N=C/c1ccc(O)c(O)c1,15%,-12%,-2,-3%,-4,9%,-8%,-8%
CC1(c2nc3ccccc3[nH]2)CCC(=O)N1Cc1cccs1 (stereo not given),22%,0%,19,8%,9,23%,-7%,-4%
Cc1cc(N2C(=O)CC(C(C)c3ccccc3)C2=O)no1 (stereo not given),18%,15%,17,5%,0,10%,-18%,6%
CN(CC(=O)Nc1cccc(F)c1)C(=O)c1cn(-c2ccccc2)nc1-c1ccc(F)cc1,?,1%,-3,11%,0,-7%,-24%,6%

# New compounds follow
compound,TDP43 rescue,Abeta yeast res,DRD3 antagonist,EPAC2 ag,D3 ag,EPAC2 antag,FUS suppressor,aSyn yeast inh
COc1ccccc1C(=O)NCC(=O)Nc1ccccc1,-16%,-21%,-7,6%[15.6 µM],-12,0%,14%,-4%
Cn1c(=O)n(C/C=C/c2ccccc2)c(=O)c2c1nc1n2CCCN1c1ccc(F)cc1,14%,-4%,-11,-2%,4,6%,7%,-1%
COc1cccc(-c2cn3c(n2)sc2cc(C(=O)NCCCc4ccccc4)ccc23)c1,30%,-22%,.,.,13,.,39%,.
O=C(c1ccc(CS(=O)Cc2ccc(Cl)cc2)o1)N1CCN(c2ccccn2)CC1 (stereo not given),-7%,-10%,24,-7%,0,-15%,2%,12%
N/C(=N\OC(=O)c1ccc2c(c1)OCO2)c1cccnc1,11%,-10%,0,0%,3,8%,.,-12%
CCOC(=O)c1ccc(N2Cc3ccccc3C2=N)cc1,-7%,3%,18,5%,3,16%,6%,-7%
Cc1ccc2c(=O)cc(C(=O)Nc3c(C)n(C)n(-c4ccccc4)c3=O)oc2c1C,0%,3%,.,.,6,.,6%,.
Cc1ccc(NC(=O)C2CCCN(c3cnccn3)C2)cc1Cl (stereo not given),22µM*,-5%,.,.,3,.,-7%,.
COc1ccc(CN2C(=O)c3cccnc3C2=O)cc1S(=O)(=O)N1CCOc2ccc(Cl)cc21,6%,-4%,0,4%,2,-4%,?,0%
C[C@@H]1CN([C@H](C)CO)C(=O)CCCn2nncc2CO[C@H]1CN(C)C(=O)c1ccc2ccn(C)c2c1,?,1%,18,1%,4,-2%,-8%,3%
CC(=O)C1=C(O)C(=O)N(Cc2cccnc2)C1c1ccc(C(C)C)cc1 (stereo not given),8%,-11%,4,0%,0,-6%,2%,0%
Cc1cc(S(=O)(=O)NC(C)C)ccc1OCC(=O)Nc1ccc2c(c1)OCCO2,-16%,-7%,6,0%,6,-3%,4%,-5%
CCc1nn(CC(=O)NCCN(CC(C)C)CC(C)C)c(=O)c2cc3sc(C)cc3n12,5%,-14%,.,.,3,.,13%,.
O=C(NCc1ccccc1)C(c1ccc(C(F)(F)F)cc1)n1c(=O)c(-c2ccco2)nc2ccccc21 (stereo not given),21%,9%,0,-7%,6,-11%,27%,0%
COc1ccc([N+](=O)[O-])cc1N(CC(=O)Nc1ccccc1C(=O)N1CCCC1)S(C)(=O)=O,-16%,-4%,-7,3%,2,-11%,-2%,1%

# Following part:
compound,TDP43 rescue,Abeta yeast res,DRD3 antagonist,EPAC2 ag,D3 ag,EPAC2 antag,FUS suppressor,aSyn yeast inh
CCOC(=O)c1cccc(NC(=O)CCS(=O)(=O)c2ccc3c(c2)CCN3C(=O)CC)c1,-5%,-8%,.,.,-3,.,21%,.
Cc1ccc(NC(=O)CC2SC3=NCCCN3C2=O)c(C)c1 (stereo not given),19%,-16%,13,0%,0,10%,?,-29%
CCc1cc2c(cc3c(=O)n(CC(=O)NCc4cccc(Cl)c4)nc(CC)n32)s1,20%,-2%,.,.,13,.,7%,.
NS(=O)(=O)c1ccc(CCNC(=O)/C=C/c2ccccc2[N+](=O)[O-])cc1,1%,-3%,-13,7%,-4,-3%,-24%,-3%
Cc1cc(CNC(=O)C2(C(F)(F)F)C/C(=C\Cc3ccccc3)CCCO2)nn1C (stereo not given),2%,4%,10,10%,-6,-8%,4%,2%
COc1cc(C=NCC2OCCc3ccccc32)cc(OC)c1 (stereo not given),-9%,-1%,10,9%,0,6%,.,-2%
O=C(C(Cl)c1ccccc1)N1CCOCC1 (stereo not given),3%,4%,1,1%,9,6%,-3%,4%
COc1cc(C(=O)OCC(=O)N2c3ccccc3NC(=O)C2(C)C)ccc1OCC(C)C,3%,15%,22,11%,4,-23%,27%,5%
CCCOC(=O)c1c(NC(=O)CCC(=O)O)sc2c1CCCCC2,-5%,3%,-15,12%,-1,2%,-8%,7%
CCN1CCc2c(sc(-n3cccc3)c2C(C)NC(=O)Nc2ccc(Br)cc2)C1 (stereo not given),4%,-26%,.,.,-21,.,23%,.
COCCCNC(=O)C[C@@H]1C[C@@]2(C(=O)OC)CC(C)(C)CC=C2N(Cc2cccc3ccccc23)C1=O,7%,-6%,-11,0%,5,-8%,41%,0%
CCOC(=O)C1=NN(C(=O)Nc2ccc(OC)cc2)C2C(=O)N(c3cccc(C(F)(F)F)c3)C(=O)C12 (stereo not given),16%,-1%,11,-16%,1,13%,.,-1%
CC1(C)Nc2ccc(O)cc2-c2c1ssc2=S,9%,-17%,0,-1%,1,-2%,11%,3%
CCCN1CCC(NC(=O)c2cccc(Oc3ccccc3)c2)CC1,-9%,15%,-23,8%,-7,-16%,19%,4%
O=C1CN(c2ccccc2F)C(=O)CN1c1ccccc1F,21%,2%,6,10%,-1,0%,17%,0%

# The results go on.
compound,TDP43 rescue,Abeta yeast res,DRD3 antagonist,EPAC2 ag,D3 ag,EPAC2 antag,FUS suppressor,aSyn yeast inh
CN(C(=O)c1cccc(NC(=O)Cc2ccc(NC(=O)C3CCCN(C(=O)c4ccccc4)C3)cc2)c1)C1CCCC1 (stereo not given),24%,4%,-2,9%,-7,-3%,?,1%
Cc1cccc(C)c1NC(=O)Nc1nnc([C@H]2C[C@H](O)[C@@H](CO)O2)s1,14%,-16%,1,5%,10,23%,-11%,-12%
O=C(O)c1cc(-c2cccc3ccccc23)nc2ccccc12,-5%,-4%,23,2%,4,4%,15%,5%
CCn1c(SCC(=O)N2CCCc3ccccc32)nc2c(c1=O)SC(C)C2 (stereo not given),-1%,-12%,-6,6%,0,-6%,-25%,-12%
CC1CC(C)(C)NC2(CCCC2)N1 (stereo not given),16%,20%,1,5%,2,1%,-9%,-5%
Cc1cc(C)n(CC(C)NCc2c(C(=O)N3CCOCC3)nc3c(C)cccn23)n1 (stereo not given),9%,16%,10,-1%,4,4%,-4%,0%
CCOC(=O)N1CCN(S(=O)(=O)c2ccc(C(=O)Nc3nnc(CSC)o3)cc2)CC1,-7%,-13%,10,-4%,5,13%,49%,3%
NNC(=O)CCn1c2ccccc2c2ccccc21,12%,1%,11,-1%,1,-8%,-2%,-1%
O=C(CN(Cc1ccccc1Cl)C(=O)c1ccc(CN2CCOCC2)o1)NCC1CCCO1 (stereo not given),9%,2%,15,2%,1,3%,0%,3%
Cn1ncc(N=Cc2c(O)ccc3ccccc23)c1C(=O)N1CCOCC1,-7%,4%,-2,-7%,-4,1%,-23%,2%
Cc1cc(=O)[nH]c(SCC(=O)N2c3ccccc3CC2C)n1 (stereo not given),7%,0%,-3,0%,4,6%,4%,0%
COc1ccccc1Nc1nc2ccc(Cl)cc2nc1-n1nc(C)cc1C,11%,-17%,.,.,-13,.,-14%,.
